# tuberculosis growth: growth inhibition of non-replicating M. tuberculosis (AID 488890). actives 0.39% (n = 320,000). Mycobacterium tuberculosis non-replicating, growth inhibition; higher % means a stronger effect. inhibition, % at 25 µM; hits with a dose series show IC50 in µM; in the data active = a potency from the dose series; inconclusive = inhibition mostly from about 82% at the one dose, without a potency; inactive = the rest, 99 in 100 with inhibition below about 76%;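 also: plate controls were DMSO cells for no effect and high antibiotic wells for full effect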
# influenza NS1A: H1N1 influenza NS1A inhibitors, functional cell based assay (AID 504329). NS1A functional cell-based assay, percent inhibition; higher % means a stronger effect. actives 0.3% (n = 340,000). inhibition, % at 12.5 µM; hits with a dose series show IC50 in µM; in the data active = a potency from the dose series; inconclusive = inhibition above about 27% without an active follow-up result; also: strong numbers were not always called active
# VEEV TC-83 Vero: inhibitors of VEEV TC-83 cytopathic effect, confirmation, Vero cells (AID 588727). Vero cells, VEEV TC-83 cytopathic effect inhibition; higher % means a stronger effect. inhibition, % at 20 µM, or IC50 in µM where a hit was titrated. actives 0.13% (n = 350,000); in the data active = a potency from the dose series; inconclusive = inhibition mostly from about 14% at the one dose, without a potency; inactive = the rest, 99 in 100 with inhibition below about 12%; also: strong numbers were not always called active
# Salmonella PhoP GFP: Inhibition of PhoP regulon, Salmonella typhi GFP reporter cells, confirmation, 4 h (AID 1850). Salmonella Typhi PhoP-promoter GFP reporter, fluorescence, 4 h; higher % means a stronger effect. inhibition, % at 50 µM; hits with a dose series show IC50 in µM. actives 0.33% (n = 310,000); in the data active = a potency from the dose series; inconclusive = inhibition mostly from about 25% at the one dose, without a potency; inactive = the rest, 99 in 100 with inhibition below about 19%;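 also: 0% = induced wells with vehicle and 100% = uninduced wells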
# M. tuberculosis HTS: M. tuberculosis growth inhibition, HTS (AID 449762); M. tuberculosis H37Rv growth inhibition, 7H9 media; higher % means a stronger effect; one-dose inhibition, % at 25 µM; IC50 in µM for titrated hits; actives 0.59% (n = 330,000); in the data active = a potency from the dose series; inconclusive = inhibition above about 70% without an active follow-up result;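 also: bacterial growth assessed after seven days of incubation; strong numbers were not always called active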
# VEEV TC-83 Vero 10K pilot screen: recorded beside VEEV TC-83 Vero, whose call it bears; inhibition, %; measured here: 10K pilot screen inhibition
# * marks the source's active call; other numbers are inactive results; i = inactive; ? = inconclusive; · = no result given.
# The opening six entries as a preview:
SMILES,tuberculosis growth,influenza NS1A,VEEV TC-83 Vero,Salmonella PhoP GFP,M. tuberculosis HTS,others
CCCCCN(C(=O)CCC(=O)OCc1ccc(C(C)(C)C)cc1)c1c(N)n(CCCC)c(=O)[nH]c1=O,-3%,-8%,0.1%,-6%,-3%,
C/C(=N\OCC(=O)OCC(=O)N(Cc1ccccc1)C(C)(C)C)c1ccc2c(c1)OCO2,7%,1%,i,3%,20%,
COc1ccc(C2N(Cc3ccccc3)CCN2Cc2ccccc2)cc1[N+](=O)[O-],28%,-10%,1.0%,-4%,?,
Cc1ccc(NC(=O)Cc2sc(C)nc2-c2ccc(C)cc2)cc1,34%,-3%,0.3%,-1%,5%,
CN(C)S(=O)(=O)N1CCN(C(=O)c2ccccc2)CC1,-4%,-6%,0.3%,-8%,3%,
CCN(CC)CCC(c1cc(OC)c(OC)c(OC)c1)c1c(O)cc(OC)cc1OC (stereo not given),3%,3%,0.6%,-4%,6%,

# The whole of this part (from the top)
SMILES,tuberculosis growth,influenza NS1A,VEEV TC-83 Vero,Salmonella PhoP GFP,M. tuberculosis HTS,others
CCCCCN(C(=O)CCC(=O)OCc1ccc(C(C)(C)C)cc1)c1c(N)n(CCCC)c(=O)[nH]c1=O,-3%,-8%,0.1%,-6%,-3%,
C/C(=N\OCC(=O)OCC(=O)N(Cc1ccccc1)C(C)(C)C)c1ccc2c(c1)OCO2,7%,1%,i,3%,20%,
COc1ccc(C2N(Cc3ccccc3)CCN2Cc2ccccc2)cc1[N+](=O)[O-],28%,-10%,1.0%,-4%,?,
Cc1ccc(NC(=O)Cc2sc(C)nc2-c2ccc(C)cc2)cc1,34%,-3%,0.3%,-1%,5%,
CN(C)S(=O)(=O)N1CCN(C(=O)c2ccccc2)CC1,-4%,-6%,0.3%,-8%,3%,
CCN(CC)CCC(c1cc(OC)c(OC)c(OC)c1)c1c(O)cc(OC)cc1OC (stereo not given),3%,3%,0.6%,-4%,6%,
Cc1cccc(NC(=O)CSc2ccc(C(N)=O)cc2[N+](=O)[O-])c1C,-2%,-11%,i,14%,1%,
CCOC(=O)C1=C(C)N=C2SC(C(=O)OC)=CC(=O)N2C1c1cccc(OC)c1 (stereo not given),13%,-3%,0.2%,-7%,7%,
CSc1nc(O)c(C2OC(=O)c3ccccc32)c(=O)[nH]1 (stereo not given),6%,17%,1.4%,4%,1%,VEEV TC-83 Vero 10K pilot screen=0.0
Cc1ccsc1C(=O)N(C)CC(=O)Nc1ccccc1Br,·,1%,1.9%,·,·,
Cc1ccc2nc(NC(=O)CN(C)S(=O)(=O)c3cccc4nsnc34)sc2c1,9%,8%,i,-16%,2%,
CN1CCN(NC(=O)c2ccc(Br)c(S(=O)(=O)N3CCOCC3)c2)CC1,-7%,-3%,1.6%,-4%,-12%,
CC(C)N(C(C)C)S(=O)(=O)c1ccc(N2CCc3ccccc3C2)nc1,30%,-4%,0.1%,5%,5%,
Cc1ccc(N=Cc2c(O)n(-c3cc(Cl)ccc3N3CCOCC3)c(=O)c3ccccc23)cc1C,68%,-3%,5.2%,3%,69%,
CC(C)Cn1cc(C(=O)NCCCOC(C)C)c2c3ccccc3n(C)c2c1=O,4%,-1%,9.8%,-8%,-4%,
CN(C)S(=O)(=O)c1cc(NC(=O)CSc2ncc(C(F)(F)F)cc2Cl)ccc1Cl,10%,4%,4.8%,-9%,-8%,
O=C(O)CC(Cc1ccc(Cl)cc1)C(=O)Nc1ccccc1 (stereo not given),12%,-7%,0.4%,7%,-2%,
Cc1cccc(NS(=O)(=O)c2ccc(C3CCCCC3)cc2)n1,13%,-1%,i,-4%,-7%,
COc1ccc(CCC(=O)Nc2sccc2C#N)cc1,-3%,·,·,4%,-4%,
Cc1ccc(S(=O)(=O)Nc2cnn(-c3ccccc3)c(=O)c2Cl)cc1,10%,-13%,1.1%,7%,14%,
COC(CNC(=O)c1ccc2c(c1)nc(C)n2-c1cccc(C)c1)OC,-10%,1%,1.2%,2%,6%,
O=C(CC(=O)Nc1ccccc1C(=O)O)NNC(=O)Cc1ccccc1,12%,-8%,1.2%,15%,0%,
COC(=O)c1ccc(OC(=O)c2cccnc2)cc1,28%,-13%,i,20%,-1%,
Cc1c(NC(=O)CN2CCN(C(=O)c3ccco3)CC2)c(=O)n(-c2ccccc2)n1C,·,5%,3.3%,2%,·,
CS/C(N)=N/N=C/c1c(O)ccc2ccccc12,77%,-1%,2.3%,9%,?,

# Following part.
SMILES,tuberculosis growth,influenza NS1A,VEEV TC-83 Vero,Salmonella PhoP GFP,M. tuberculosis HTS,others
Nn1c(SCC(=O)Nc2ccc3c(c2)OCO3)nnc1-c1cccc(Cl)c1,-5%,3%,i,-5%,-13%,
Cc1ccc(C)c(SCC(=O)NCc2ccco2)c1,44%,4%,i,11%,-5%,
c1ccc(C(CN2CCCCC2)c2ccccc2)cc1,·,-8%,i,·,·,
COc1cccc2c1C(=N)c1c(O)c3c(c(O)c1C2=O)CC(O)(C(C)=O)CC3OC1CC(N)C(O)C(C)O1 (stereo not given),·,11µM*,i,·,·,
CS(=O)(=O)CCC(C(=O)O)N1C(=O)c2ccc(Oc3ccc(Cl)cc3)cc2C1=O (stereo not given),-1%,-2%,1.1%,1%,10%,
COc1ccc(N2C(=NC(=O)CCC3CCCC3)SC3CS(=O)(=O)CC32)cc1 (stereo not given),-2%,8%,0.4%,0%,1%,
Cc1ccccc1C(=O)NC(CC(C)C)C(=O)N1CCN(c2ccccc2)CC1 (stereo not given),1%,1%,i,6%,4%,
O=c1c(=NNc2ccccc2Cl)c(=O)c2ccccc12,·,9%,0.7%,·,·,
Cc1cc(C)c(-c2c(O)c3cccc4c3n(c2=O)CCC4)c(C)c1,22%,4%,0.5%,-13%,-4%,
CC(C)Cc1nnc(NC(=O)CCC(=O)N2CCN(c3ccc(F)cc3)CC2)s1,11%,-3%,0.6%,3%,0%,
NS(=O)(=O)c1ccc(CCNC(=O)C(=O)NCC2OCCN2S(=O)(=O)c2cccs2)cc1 (stereo not given),12%,-24%,i,-5%,4%,
O=C(CCc1c[nH]c2ccccc12)N/N=C/c1ccc2c(c1)OCO2,-18%,-5%,0.9%,-14%,11%,
CN1CCC(NC(=S)NC2CC2)CC1,-3%,-4%,0.2%,-7%,-10%,
O=C(Cn1ncn2cccc2c1=O)N1CCCCC1,-3%,6%,2.6%,7%,-11%,
Oc1ccc(C23CCCC2C2(CCCC2)c2ccc(O)cc2O3)c(O)c1 (stereo not given),25%,-11%,3.4%,·,-8%,
S=c1[nH]nc(-c2ccc(Cl)cc2)n1/N=C/C=C/c1ccco1,-2%,·,5.6%,-8%,0%,
O=C(N/N=C/c1cc(O)ccc1Br)c1cccnc1,-27%,6.4µM*,11%,39µM*,14%,
CCOCCCNC(=O)CCC(=O)NNc1nc2ccccc2c2nc(-c3ccccc3)nn12,71%,-8%,9.0%,-6%,14%,
Cc1cc(C(=O)NCc2ccc3c(c2)OCO3)ccc1[N+](=O)[O-],35%,-19%,0.7%,-9%,-9%,
CC1CCCCC1NC(=O)COC(=O)CN1C(=O)c2ccccc2C1=O (stereo not given),-3%,-5%,0.5%,·,-2%,
CC(=O)c1oc2ccccc2c1N,2%,-2%,i,-13%,-14%,
CC1c2cc3c(cc2CCN1C(=O)c1cccc(F)c1)OCCCO3 (stereo not given),-7%,12%,0.7%,6%,-1%,
COc1cc(/C=N/Nc2snc(SC)c2C#N)ccc1O,8%,14%,2.9%,-15%,-3%,
COc1ccc(OC)c(NC(=O)CSc2nc3scc(C)c3c(=O)[nH]2)c1,-2%,1%,1.3%,5%,-1%,
COc1ccc(Cl)cc1NC(=O)CN1CCN(C(=O)N2CCOCC2)CC1,-9%,-6%,4.8%,-8%,-7%,

# Remaining list, next part:
SMILES,tuberculosis growth,influenza NS1A,VEEV TC-83 Vero,Salmonella PhoP GFP,M. tuberculosis HTS,others
CN(CC(=O)Nc1c(Cl)cccc1Cl)C(=O)CCNS(=O)(=O)c1ccccc1C(F)(F)F,-18%,-10%,2.6%,5%,-3%,
Cc1ccc(N(CC(=O)NC(C)c2ccccc2)S(=O)(=O)c2c(C)n[nH]c2C)cc1 (stereo not given),1%,-13%,i,-10%,-8%,
O=C(NC(Cc1ccccc1)C(=O)O)/C(=C\c1ccc([N+](=O)[O-])cc1)NC(=O)c1ccco1 (stereo not given),-12%,-8%,7.4%,0%,-3%,
COc1cc(CN(C(=S)NCC(=O)N2CCCC2)C2CCCC2)cc(OC)c1OC,-11%,12%,0.5%,8%,-1%,
CN(C)S(=O)(=O)c1ccc(Cl)c(NC(=O)COC(=O)[C@@H]2CCCN2C(=O)c2cccs2)c1,33%,-5%,1.1%,11%,4%,
CCOC(=O)c1cc2cc(CC(=O)c3ccc(OCC)cc3O)ccc2o1,80%,-3%,0.4%,0%,?,
C#CCNC(=O)C1=C[C@H](c2ccc(C#C)cc2)C[C@H](OCc2ccc(CO)cc2)O1,13%,4%,0.5%,-2%,-2%,
CC(=O)c1cnc2n(c1=O)CCS2,0%,4%,0.2%,1%,-2%,
CCc1ccc(NC(=O)C(=O)c2cn(CC(=O)N3CCCCC3)c3ccccc23)cc1,-2%,11%,6.0%,-9%,-7%,VEEV TC-83 Vero 10K pilot screen=7.6
COc1ccc(S(=O)(=O)N2CCOCC2)cc1NC(=O)COc1ccccc1OC,0%,8%,2.2%,-1%,-10%,
CC(=O)NS(=O)(=O)c1ccc(NC(=O)c2cc(-c3ccc(C)cc3)nc3ccccc23)cc1,4%,-2%,2.1%,-11%,-16%,
O=C(CN1C(=O)NC2(CCCC2)C1=O)OCCOc1ccc(F)cc1,-4%,-14%,0.6%,-1%,1%,
O/N=C1/C2C3C(Br)C4C5CC(C1C53)C24 (stereo not given),31%,-7%,0.8%,0%,5%,
O=C(NCCCO)c1nnc(Cc2c(F)cccc2Cl)o1,-2%,-8%,1.9%,-7%,-7%,
CCOC(=O)C1CCN(C(=O)CSc2nccc(C)n2)CC1,-1%,-5%,0.3%,-9%,-3%,
COc1ccc(-c2cc(=O)oc3cc(OCC(=O)Nc4ccccn4)ccc23)cc1,?,-5%,2.4%,-12%,?,
C=C(C)Cc1c(C)c(C#N)c2nc3ccccc3n2c1N1CCCCC1,8%,-5%,6.0%,-9%,11%,
CC(C)NC(=O)c1ccccc1NC(=O)Cc1ccc(Br)cc1,-4%,-11%,i,3%,6%,
c1ccc(-c2ccc3c(n2)CCCO3)cc1,-4%,10%,0.0%,6%,-7%,
O=c1c2ccccc2nc2n1C(CSc1ccc(F)cc1)CS2 (stereo not given),2%,5%,0.4%,6%,-12%,
Clc1cc(Cl)cc(Nc2ncn[nH]2)c1,69%,-2%,0.4%,12%,24µM*,
O=C(CCNC(=O)c1ccco1)Nc1ccc(Cl)cc1,-16%,-3%,0.3%,-3%,3%,
N#CCSc1nc2ccccc2c(=O)n1CC1CCCC1,2%,4%,0.6%,4%,0%,
Clc1ccccc1Nc1nc(-c2cccnc2)cs1,11%,-6%,5.8%,-15%,8%,
N#Cc1ccc(C(=O)NC2=NCCS2)cc1,-1%,0%,1.4%,7%,3%,

# Continuation.
SMILES,tuberculosis growth,influenza NS1A,VEEV TC-83 Vero,Salmonella PhoP GFP,M. tuberculosis HTS,others
CC(OC(=O)CCN=C1NS(=O)(=O)c2ccccc21)C(=O)c1ccccc1 (stereo not given),-11%,6%,i,-1%,2%,
NS(=O)(=O)c1ccc(Nc2ncccc2[N+](=O)[O-])cc1,-1%,6%,i,2%,-1%,
N#Cc1ccc(OCC(=O)N2CCN(S(=O)(=O)c3ccc(Cl)s3)CC2)cc1,18%,-19%,3.5%,·,-3%,
COc1ccc(OCC(=O)Nc2nccs2)cc1,?,-6%,3.5%,3%,6%,
Cc1ccccc1-c1nc(Cc2ccccc2)no1,50%,-5%,6.7%,10%,6%,
CCc1nnc(NC(=O)c2ccc(-c3ccccc3F)o2)s1,4%,-4%,3.4%,0%,-2%,
COc1ccc(-n2nc(C(=O)NCC(=O)N3CCN(C)CC3)c3ccccc3c2=O)cc1OC,-3%,-10%,2.8%,0%,-9%,
NS(=O)(=O)c1ccc(S(=O)(=O)N(CCc2ccccc2)Cc2ccccn2)cc1,17%,-3%,0.3%,-7%,8%,
Cc1ccn(CCC(=O)N2c3ccccc3CC2C)n1 (stereo not given),16%,-4%,3.9%,-15%,0%,
Oc1ccc2ccccc2c1CNc1ccccn1,72%,2%,0.8%,8%,2%,
CCC1OC(c2ccc([N+](=O)[O-])cc2)=Nc2ccccc21 (stereo not given),?,8%,0.9%,0%,6%,
COc1ccccc1C(=O)Nc1cccc(NC(=O)c2ccccc2C)c1,21%,3%,3.6%,3%,2%,
CCCOn1c(OCC(C)C)nc2ccccc2c1=O,8%,-2%,2.4%,4%,13%,

# High-throughput results: PubChem BioAssay, Southern Research Specialized Biocontainment Screening Center

# This is a random part of the collection. Share with any hit: about 1.5%.
